Bioassay records (PubChem BioAssay)
N370S GC – inhibitors or activators of N370S glucocerebrosidase for Gaucher disease; N370S GC spleen homogenate, 4MU-glucoside fluorescence; P04062; 330,000 tested, 0.092% active; AID 2101; Potency, µM (titrated, usually from 59.4 µM), for the others: top-dose activity change, negative = inhibition, actives largely listed as inhibitors;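 also: 0% = full enzyme activity and -100% = no enzyme basal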
KAT2A inh – blocks human GCN5L2 histone acetyltransferase; Q92830; 390,000 tested, 0.21% active; Potency, µM (series often up to 58.9 µM), without a hit: at the top dose activity change, negative = inhibition, usual class: inhibitors; GCN5L2 HAT assay, ThioGlo1 CoA-SH fluorescence
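Preincubate 20nM GCN5L2 with compound 15 min, RT → add 50uM ThioGlo1 + 75uM H3(1-25) + 70uM acetyl-CoA → read fluorescence 0 and 20 min. Primary qHTS; fluorescent artifacts likely.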
FEN1 inhibitor – human FEN1 inhibition. P39748. Recombinant FEN1 flap cleavage, fluorescence, 15 min. 390,000 tested, 0.35% active. Potency, µM (top dose mostly 114 µM), for inactives: top-dose activity change, negative = inhibition, actives largely listed as inhibitors; also: nearly all actives have a fitted effect of over 65% in size
Target sequence (P39748 whole entry, looked up): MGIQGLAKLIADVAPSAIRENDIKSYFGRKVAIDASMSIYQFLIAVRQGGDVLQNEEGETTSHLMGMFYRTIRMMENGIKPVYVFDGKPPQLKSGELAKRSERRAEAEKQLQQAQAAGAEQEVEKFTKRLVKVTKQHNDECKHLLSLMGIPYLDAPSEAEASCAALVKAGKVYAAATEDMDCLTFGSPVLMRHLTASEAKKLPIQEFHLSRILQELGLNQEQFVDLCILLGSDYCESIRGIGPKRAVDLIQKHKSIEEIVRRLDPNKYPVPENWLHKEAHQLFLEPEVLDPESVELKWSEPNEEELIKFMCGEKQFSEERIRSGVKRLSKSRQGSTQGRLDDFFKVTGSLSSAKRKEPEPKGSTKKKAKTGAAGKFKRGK
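Recombinant FEN1 (10 nM) was preincubated with pin-transferred compounds for 15 min at room temperature, then flap DNA substrate (50 nM final) was added. Plates were read at 0 and 15 min, and normalized concentration–response data were fitted to a four-parameter Hill equation.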
An asterisk follows results filed as active; ? = inconclusive; nt = not tested or not shown; & = joins results of further samples; [ ] = remark or other dose. Calls follow the shape of the dose curve; as a rule, active = well fitted curve in the direction sought with a large enough effect; inconclusive = small, poorly fitted or top-dose-only effect, or another doubt; inactive = no such curve, though single readings can be large; an effect the other way counts as inactive or inconclusive. Unless noted, % is scaled to controls: 0 for no effect and ±100 for the full control effect; potency is read from the fitted curve at half-maximal effect.

SMILES	N370S GC	KAT2A inh	FEN1 inhibitor
CCOc1cncc(/C=C/CCNC)c1	-5%	0%	nt
CC(=NCc1cccnc1)c1c(O)n(C2CCCCC2)c(=O)[nH]c1=O	2%	-3%	-1%
C=CCn1c(O)c(C(CC)=Nc2ccc(N(CC)CC)cc2)c(=O)[nH]c1=O	0%[2.35 µM]	-5%	-4%
Cc1cccc(OCCn2c(=O)oc3ccc(C)cc32)c1	12%	?	1%
CCn1c(=O)cc(OCC(=O)N2CCC3(CC2)OCCO3)c2ccccc21	-5%	-2%	3%
O=C(N/N=C1/CN2CCC1CC2)c1cc2ccccc2cc1O	-21%	?	3%
N#CC1=C(N)Oc2c(c(=O)oc3ccccc23)C1c1cccnc1 (configuration not stated)	-10%	1%	7%
CC1=C2[C@H]3OC(=O)[C@@H](C)[C@@H]3CC[C@@]2(C)C=CC1=O	0%&-5%	-2%&-6%	-10%
COC(=O)C1=C(c2ccc(-c3ccccc3)c(F)c2)C[C@@H]2CC[C@H]1N2C(=O)NCCNC(C)=O	nt	-6%	-1%
C1CNC2NCCNC2N1 (configuration not stated)	-9%[2.35 µM]	-1%	-2%
Cc1cccc(N2C(=O)NC(=O)/C(=C\c3cnn(-c4ccccc4)c3)C2=O)c1	-30%	?	-13%
COc1ccc(OC)c(-n2c(O)c(/C=C3\C(C)=Nc4ccccc43)c(=O)[nH]c2=O)c1	1%	-4%	1%
O=C(OCC(=O)c1ccc([N+](=O)[O-])cc1)/C(=C/c1ccc(Cl)cc1)NC(=O)c1ccccc1	-11%	-6%	6%
COc1cc2c(c(OC)c1)C(=O)OC(C)CCCC(=O)CCCCC2 (configuration not stated)	-8%	-6%	0%
CS(=O)(=O)N1CCC2(CC1)CN(Cc1ccncc1)C2	-6%	3%	nt
Cc1nc2ccccc2c(=O)n1-c1ccc(Cl)cc1Cl	0%	1%	-3%
CCCCCCCCc1[se]c2ccccc2c1Br	-8%[89.1 µM]	-8%[88.6 µM]	nt
COC(=O)C1=C(c2ccc(F)cc2OCc2ccccc2)C[C@@H]2CC[C@H]1N2C(=O)N1CCC(O)(c2ccc(Cl)cc2)CC1	nt	-17%	-18%
CNC(=O)Oc1cccc2c1OC(C)(C)C2	-2%	1%	nt
CCOC(=O)c1c(C)n(CCN2CCN(C)CC2)c2ccc(OC)cc12	-7%	-3%	-15%
C=C(C)c1cc2cc(C(C)=O)c(O)cc2o1	18%&-11%	-6%	nt
Cc1ccc(C(=O)N[C@@H](C)CN2C3=NC[C@@H](Cc4ccccc4)N3C[C@H]2Cc2ccc(O)cc2)cc1Br	-11%	1%	10%
CCCCOC(=O)N(C)SN(C)C(=O)Oc1cccc2c1OC(C)(C)C2	0%	-10%	nt
CN(C)CCN(CC1CCCN(Cc2ccccc2F)C1)C(=O)Cc1c(F)cccc1F (configuration not stated)	0%	-6%	-2%
Fc1ccc(Cn2nnnc2C(c2ccc(Cl)cc2)N2CC=C(c3ccc(F)cc3)CC2)cc1 (configuration not stated)	6%	-12%	-15%
COc1ccc(Cn2c(O)c(C=NCCN3CCOCC3)c(=O)[nH]c2=O)cc1	?	-4%	2%
CC(=O)C1C(=O)NC23CCCCC2C1c1ccccc1O3 (configuration not stated)	4%	2%	-6%
CCN1CCN(c2ccc([N+](=O)[O-])cc2C(=O)OC)CC1	2%	0%	2%
COc1cc2c(cc1O)CC[n+]1cc3c(OC)c(OC)ccc3cc1-2	?	-5%	?
[O]=[Cr](=[O])([OH])[O][Cr](=[O])(=[O])[OH]	0%&3%&-3%	?	nt

Entries from the list above that have sulfur, in the order listed:
SMILES	N370S GC	KAT2A inh	FEN1 inhibitor
CS(=O)(=O)N1CCC2(CC1)CN(Cc1ccncc1)C2	-6%	3%	nt
CCCCOC(=O)N(C)SN(C)C(=O)Oc1cccc2c1OC(C)(C)C2	0%	-10%	nt

Next part.
SMILES	N370S GC	KAT2A inh	FEN1 inhibitor
CN(C(=O)COC(=O)c1cn(C)c2ccccc12)C1CCCCC1	nt	2%	0%
COc1ccc(-n2nc(C(=O)NCC(=O)N3CCC4(CC3)OCCO4)c3ccccc3c2=O)cc1Cl	-2%	0%	-5%
CC(=O)Nc1cccc([As](=O)(c2cccc(NC(C)=O)c2)c2cccc(NC(C)=O)c2)c1	17%	-2%	9%
CN1CCN(c2ccc(S(C)(=O)=O)cc2[N+](=O)[O-])CC1	-5%	-1%	14%
Cc1ccc(NC(=O)Cn2cc(C(=O)c3ccccc3)c3ccccc32)cc1	nt	-12%	0%
Clc1ccc2sc(C3CCNCC3)nc2c1	-11%	-14%	1%
CCCCn1c(O)c(C(CC)=Nc2ccc(OC)cc2OC)c(=O)[nH]c1=O	9%	3%	-23%
O=C(O)COc1cc(Cl)c(Cl)cc1Cl	-1%	5%	nt
CCC(=O)OC(Cc1ccccc1)(c1ccccc1)[C@H](C)CN(C)C (some centres not stated)	nt	1%	2%
CCCCN1C(=O)NC(=O)/C(=C/c2cnc(SC)nc2)C1=O	1%	-2%	1%
O=C1NC(=O)C(=Cc2ccc(Sc3ccccc3)o2)C(=O)N1	6%	-25%	?
CCCCN1CCC(C#N)(Nc2ccccc2)CC1	0%	-2%	-17%
CC1CCC(N(C)C2CCN(C)CC2)CC1 (configuration not stated)	0%	-5%	5%
OC12C3C4CC5C6C4C1C6C(C53)N2CCc1cccc(F)c1 (configuration not stated)	-3%	-15%	nt
COc1cc(CC(C)N)c(OC)cc1I (configuration not stated)	-4%	-5%	0%
N#Cc1ccccc1Cn1cc(C(=O)c2cccs2)c2ccccc21	29%	-4%	6%
CCn1cc2nc(SCc3cc(C)ccc3C)n(Cc3ccc(OC)cc3)c(=O)c2n1	nt	32%[activator]	0%
C[C@]12CCC3C(C1CCC2=O)[C@H](O)C[C@H]1C[C@@H](O)CC[C@]31C (some centres not stated)	nt	2%	3%
COc1ccc(CC(C)NCCC(c2ccccc2)c2ccccc2)cc1 (configuration not stated)	-19%	-5%	-9%
Cn1c(O)c(C=NC2CC3CCC2(C)C3(C)C)c(=O)[nH]c1=O (configuration not stated)	4%	-1%	-13%
CC(C)CCCC(C)C1CCC2C3CC(O)[C@@]4(O)CC(O)CC[C@@]4(C)C3CC[C@@]12C (some centres not stated)	2%	?	nt
O=C(CNC(=O)c1ccccc1)NCC(=O)OCC(=O)c1ccc([N+](=O)[O-])cc1	1%	56%[activator]	8%
C[N+](C)(C)CC#CCOC(=O)Nc1cccc(Cl)c1	?	-6%&10%	1%[57.1 µM]
CCC(=NCCC(c1ccccc1)c1ccccc1)c1c(O)n(C)c(=O)n(C)c1=O	25%	-9%	-9%
OC1/C(=C/c2ccccc2F)N2CCC1CC2 (configuration not stated)	-3%	-12%	3%
C=CCn1c(O)c(C(C)=Nc2cc(OC)ccc2OC)c(=O)[nH]c1=O	-1%	0%	1%
CCSc1nnc(C(N)Cc2ccccc2)o1 (configuration not stated)	2%	?	-5%
Clc1ccc([C@H](Cn2ccnc2)OCc2csc3c(Cl)cccc23)c(Cl)c1	-3%[21.6 µM]	-16%[21.4 µM]	nt
NNCc1cccc(O)c1	0%&-5%	-15%	-3%
CNCC(N)C(=O)O (configuration not stated)	-9%	0%	nt
CCCCn1c(=O)c(C(=O)Nc2cnccn2)c(O)c2ccccc21	8%[2.35 µM]	3%	3%
Cc1cc(OCC(=O)N2CCC(C(N)=O)CC2)c2c3c(c(=O)oc2c1)CCCC3	-5%	1%	16%
CCC(=NCCO)c1c(O)n(C2CCCCC2)c(=O)[nH]c1=O	-23%	-5%	2%
C[N+](C)(C)CCCCCCCCCC[N+](C)(C)C	10%	-4%	?
Nc1ccc(C2(c3ccc(N)cc3)CCCCC2)cc1	-11%	-9%	-10%
NP(=O)(OCCCc1ccccc1)Oc1ccccc1Cl (configuration not stated)	0%	?	-13%
CCOC(=O)C(O)(c1ccc(NC(=S)NC(=O)c2ccc(Cl)cc2Cl)cc1)C(F)(F)F (configuration not stated)	-14%	-3%	-10%
CC(C)CC(=O)Nc1ccc(S(=O)(=O)N2CC3CC(C2)c2cccc(=O)n2C3)cc1 (configuration not stated)	-7%	-1%	0%
C=CCOC(=O)C1=C(C)OC(N)=C(C#N)[C@@]12C(=O)N(CC(N)=O)c1ccccc12	-9%	-8%	-1%
CCCC(C)C1(CC)C(=O)NC(=Nc2ccc(OC)cc2)NC1=O (configuration not stated)	0%	1%	-15%
CC(C)(C#CCCCCC#CC(C)(C)[N+](C)(C)C)[N+](C)(C)C	-1%	-15%	nt
COC(=O)C[C@]1(C(=O)OC)CN(C#N)N(c2ccc(Cl)cc2)C12c1ccccc1-c1ccccc12	8%	-10%	-2%
C[C@H]1CC[C@@H]2N(C1)C[C@H]1[C@@H]3C[C@H]4[C@@H](CC(=O)[C@H]5C[C@@H](O)CC[C@@]54C)[C@@H]3CC[C@H]1[C@]2(C)O	-7%&7%	1%&8%	-6%
COCCCn1c(N)c(C(=O)OC(C)COC)c2nc3ccccc3nc21 (configuration not stated)	?	-3%	1%
CC(=O)O[C@@H]1CC[C@]2(C)C3CC[C@@]4(C)C(C[C@@H](O)[C@@H]4O)C3[C@@H](OC(C)=O)C[C@H]2C1 (some centres not stated)	nt	-3%	3%

Individual results from the list:
`C[C@H]1CC[C@@H]2N(C1)C[C@H]1[C@@H]3C[C@H]4[C@@H](CC(=O)[C@H]5C[C@@H](O)CC[C@@]54C)[C@@H]3CC[C@H]1[C@]2(C)O` @ N370S GC = -7%&7%
`C[N+](C)(C)CCCCCCCCCC[N+](C)(C)C` @ KAT2A inh = -4%
`NP(=O)(OCCCc1ccccc1)Oc1ccccc1Cl` (configuration not stated) @ FEN1 inhibitor = -13%
`COCCCn1c(N)c(C(=O)OC(C)COC)c2nc3ccccc3nc21` (configuration not stated) @ FEN1 inhibitor = 1%
`Nc1ccc(C2(c3ccc(N)cc3)CCCCC2)cc1` @ KAT2A inh = -9%

(continued)
SMILES	N370S GC	KAT2A inh	FEN1 inhibitor
N/C(=N\N=C\c1ccc(O)cc1O)N[N+](=O)[O-]	-2%	0%	-1%
CC(C)N(CC(O)c1cccc([N+](=O)[O-])c1)C(C)C (configuration not stated)	-29%	-6%	-2%
O=C1CN=C(c2ccc(Br)cc2)c2c(sc3c2CCCC3)N1CCN1CCCCC1	-15%	-8%	3%
N#Cc1cc(Br)c(O)c(Br)c1	-11%	-21%	nt
O=[N+]([O-])c1ccccc1CN1CC=C(c2ccc(F)cc2)CC1	1%	-6%	1%
Cc1ccnc(-n2c(-c3ccco3)nc3ccccc3c2=O)c1	6%	-9%	6%
O=C(CSC1c2ccccc2-c2ccccc21)N/N=C/c1ccccc1	12%	-9%	-3%
OC1(c2ccc(F)cc2)CC2CCC(C1)N2Cc1nnnn1C1CCCC1 (configuration not stated)	2%	0%	-4%
Cc1ccccc1CN1C(=O)CN=C(c2ccccc2)c2cc(Cl)ccc21	nt	-8%	-5%
CCCCCCn1c(O)c(C=NCCN2CCCCC2)c(=O)[nH]c1=O	8%	3%	-1%
O=[N+]([O-])c1ccccc1CNCCc1c[nH]c2ccccc12	-12%	-3%	3%
c1ccc(CCCN2CCN(CCOC(c3ccccc3)c3ccccc3)CC2)cc1	-12%&-19%&-16%	-5%	-27%
CN(C(=O)Oc1ccc([N+](=O)[O-])cc1)c1ccccc1	16%	-3%	-2%
O=C1c2ccccc2C(=O)N1Cc1nc2ccccc2c(=O)n1-c1ccc(Br)cn1	11%	-5%	-10%
COc1ccc(OP(=O)(Nc2ccccc2)Nc2ccccc2)cc1	8%	-4%	-18%
CC(C)(C)c1ccc(C(=O)C2CCCN(Cc3ccon3)C2)cc1 (configuration not stated)	-1%	-18%	-10%

Shown with each value named: 2 of the compounds above
Cc1ccccc1CN1C(=O)CN=C(c2ccccc2)c2cc(Cl)ccc21
  N370S GC = nt	KAT2A inh = -8%	FEN1 inhibitor = -5%

CCCCCCn1c(O)c(C=NCCN2CCCCC2)c(=O)[nH]c1=O
  N370S GC = 8%	KAT2A inh = 3%	FEN1 inhibitor = -1%

Structural class, those above containing a nitro group on carbon.
SMILES	N370S GC	KAT2A inh	FEN1 inhibitor
O=C(OCC(=O)c1ccc([N+](=O)[O-])cc1)/C(=C/c1ccc(Cl)cc1)NC(=O)c1ccccc1	-11%	-6%	6%
CCN1CCN(c2ccc([N+](=O)[O-])cc2C(=O)OC)CC1	2%	0%	2%
CN1CCN(c2ccc(S(C)(=O)=O)cc2[N+](=O)[O-])CC1	-5%	-1%	14%
O=C(CNC(=O)c1ccccc1)NCC(=O)OCC(=O)c1ccc([N+](=O)[O-])cc1	1%	56%[activator]	8%
CC(C)N(CC(O)c1cccc([N+](=O)[O-])c1)C(C)C (configuration not stated)	-29%	-6%	-2%
O=[N+]([O-])c1ccccc1CN1CC=C(c2ccc(F)cc2)CC1	1%	-6%	1%
O=[N+]([O-])c1ccccc1CNCCc1c[nH]c2ccccc12	-12%	-3%	3%
CN(C(=O)Oc1ccc([N+](=O)[O-])cc1)c1ccccc1	16%	-3%	-2%

The list is partial, so the mix of outcomes need not match the whole.
